# ADAM17 inh: inhibits human ADAM17. P78536. recombinant ADAM17, EDANS/DABCYL FRET peptide cleavage. inhibition, % at 6.95 µM. 370,000 compounds, 0.83% hits. AID 720648;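 active = inhibition above the mean of compounds lying between control limits plus 3 SD, set per campaign, cut at about 8.5% in these data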;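 also: 0% = DMSO-only wells as the low control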
# PLCg1 inh: inhibitors of human phospholipase C gamma1 | P19174 | purified PLC-gamma1, fluorogenic substrate, fluorescence | inhibition, % at 12.2 µM | 370,000 compounds, 0.84% hits | AID 720700; in the data active = inhibition above about 9.5%
# TDP2 inh: TDP2 (human) inhibition, absorbance primary screen; O95551; recombinant TDP2, T5PNP hydrolysis, p-nitrophenol absorbance 415 nm; inhibition, % at 12.8 µM; 370,000 compounds, 0.34% hits; AID 720702;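 active = inhibition above the mean of all tested compounds plus 3 SD, set per campaign, cut at about 25% in these data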;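 also: 0% = DMSO with enzyme and 100% = buffer with substrate but no TDP2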
# Target sequence (O95551 whole entry, looked up): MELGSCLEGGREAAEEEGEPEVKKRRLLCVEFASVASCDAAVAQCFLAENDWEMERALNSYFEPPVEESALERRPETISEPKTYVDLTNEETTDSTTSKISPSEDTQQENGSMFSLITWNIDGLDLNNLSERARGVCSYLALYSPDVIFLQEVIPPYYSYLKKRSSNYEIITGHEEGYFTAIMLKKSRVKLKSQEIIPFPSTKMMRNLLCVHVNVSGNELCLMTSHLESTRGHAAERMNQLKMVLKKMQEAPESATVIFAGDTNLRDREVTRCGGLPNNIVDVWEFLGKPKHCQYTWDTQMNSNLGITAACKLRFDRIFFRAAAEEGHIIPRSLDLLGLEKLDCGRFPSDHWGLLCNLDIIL
#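 Read-out basis: percent inhibition. System: recombinant human TDP2. Buffer or medium: Mg2+-containing Tris-HCl buffer, pH 7.5. Repeats: single replicate. Timing: reaction 2 h, 37 °C. Benchmarks: high control without enzyme, low control DMSO plus TDP2. Probe or stimulus: 5 mM T5PNP. Doses: 12.8 µM only. Measured by: epi absorbance of p-nitrophenol freed from T5PNP by hydrolysis.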
# ASAP1 inh: inhibitors of human ASAP1 ArfGAP activity; Q9ULH1; ASAP1-stimulated ARF1 GTP hydrolysis, GDP FP detection; inhibition, % at 16.5 µM; 360,000 compounds, 0.19% hits; AID 624377; in the data active = inhibition above about 25%;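 also: 0% = vehicle with enzyme and substrate and 100% = no enzyme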
# Target sequence (Q9ULH1 325-724 limits assumed): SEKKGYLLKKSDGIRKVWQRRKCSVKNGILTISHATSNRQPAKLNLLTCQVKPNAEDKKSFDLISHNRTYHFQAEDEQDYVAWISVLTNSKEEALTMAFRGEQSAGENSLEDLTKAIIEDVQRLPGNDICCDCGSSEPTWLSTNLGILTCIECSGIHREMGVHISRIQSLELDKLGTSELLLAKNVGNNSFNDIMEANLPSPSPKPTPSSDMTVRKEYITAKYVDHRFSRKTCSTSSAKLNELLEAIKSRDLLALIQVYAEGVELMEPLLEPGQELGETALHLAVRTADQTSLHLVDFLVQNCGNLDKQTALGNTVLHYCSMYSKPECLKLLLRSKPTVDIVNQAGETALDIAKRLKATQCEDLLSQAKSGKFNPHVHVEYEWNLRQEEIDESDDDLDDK
# DDE Tn7 FP inh: disrupts Tn7 cyclic peptide binding to fibrin D-Dimer-E complex; P02675; FP displacement of FITC-Tn7 peptide from fibrin DD(E); 0% = median of compound wells per plate; inhibition, % at 8.3 µM; 370,000 compounds, 0.13% hits;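 active = inhibition above the mean of compounds falling within the control limits plus 3 SD of them, cut at about 14% in these data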;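 also: 0% = plate median of compound wells and 100% = 10 µM Aha-Tn7 peptide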
#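 Also added: labelled Tn7 tracer, 0.1 µM; Assay system: human fibrin DD(E) protein; Amount: 2 µM fibrin DD(E); Schedule: 10 min compound pre-incubation, 3 h probe incubation at room temperature; Repeats: one replicate per compound; Read-out basis: percent inhibition; Measured by: fluorescence polarization of the labelled Tn7 tracer.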
# ARFGAP1 inh: inhibitors of rat ARFGAP1; Arfgap1-stimulated ARF1 GTP hydrolysis, GDP FP detection; Q62848; AID 651572; inhibition, % at 16.5 µM; 360,000 compounds, 0.26% hits;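 active = inhibition above a per-plate limit, mean inhibition of low control wells plus 3 SD, cut at about 25% in these data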;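 also: 0% = DMSO wells with enzyme and 100% = wells lacking Arfgap1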
# Target sequence (Q62848 1-136 limits assumed): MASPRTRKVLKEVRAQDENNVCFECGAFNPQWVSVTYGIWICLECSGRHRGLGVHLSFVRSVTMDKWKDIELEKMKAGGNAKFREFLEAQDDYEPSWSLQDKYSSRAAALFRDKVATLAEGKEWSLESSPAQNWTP
#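 Material: truncated rat Arfgap1 GAP domain; Incubation: compound-enzyme preincubation 20 min, reaction 120 min, detection 60 min, 25 °C; Read-out: percent inhibition of Arfgap1-stimulated GTP hydrolysis; Technique: FP, GDP Alexa 633 tracer displaced from anti-GDP antibody, 620/688 nm; Controls: No-Arfgap1 wells (100%) versus DMSO full-reaction wells (0%); Replication: single well per compound.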
# ADAM10 inh: inhibitors of human ADAM10. O14672. recombinant ADAM10, EDANS/DABCYL FRET peptide cleavage, 3 h. inhibition, % at 7 µM. 370,000 compounds, 0.62% hits;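 active = inhibition above a per-campaign cutoff equal to the mean of compounds falling between control-based bounds plus 3 SD, cut at about 20% in these data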;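 also: 0% = DMSO wells while the 100% control is not disclosed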
# DDE Tn6 FP inh: inhibitors of Tn6 peptide binding to human fibrin DD(E). P02675. Fibrin DD(E) TRITC-Tn6 fluorescence polarization displacement. inhibition, % at 8.3 µM. 370,000 compounds, 0.21% hits;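 active = inhibition above a per-campaign cutoff: mean of compounds within control limits plus 3 SD, cut at about 15% in these data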;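 also: 0% = median of all compound wells on the plate and 100% = blocking peptide control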
# LEDGF integ inh: blocks HIV-1 LEDGF/p75-dependent DNA integration; TR-FRET IN-LEDGF/p75 DNA integration, Eu/Cy5; inhibition, % at 3.7 µM; 370,000 compounds, 0.64% hits; AID 743269;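 active = inhibition above the screen-wide mean plus 3 SD, cut at about 13% in these data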;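 also: signal is the Cy5 over europium emission ratio at 671 and 618 nm; 0% = plate median of compound wells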
# proKLK7 act: activators of human kallikrein-7 zymogen; 370,000 compounds, 0.9% hits; P49862; activation, % at 7 µM; AID 652039; purified proKLK7, EDANS-DABCYL substrate fluorescence; 100% is mature enzyme control, 0% vehicle;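 active = activation above the mean of all tested compounds plus 3 SD, computed per campaign excluding outliers beyond control limits, cut at about 13% in these data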
# * hit, by the source's call; i = inactive; . = not tested or not shown.
(1) CN(C)/C=C(\C=O)c1ncc(C(F)(F)F)cc1Cl
(2) O=C(C1CCCN(S(=O)(=O)c2ccc(Br)s2)C1)N1CCN(Cc2ccccc2)CC1 (configuration not stated)
(3) COc1ccc(-c2csc3nc(C(C)(C)C)oc(=O)c23)cc1OC
(4) CC(C)(C)c1ccc(C(=O)Nc2ccccc2NC(=O)c2ccco2)cc1
(5) Cc1oc(CC(C)C)cc1C(N)=O
(6) Cc1c(/C(O)=C2\C(=O)C(=O)N(CCCN(C)C)C2c2ccccc2)cnn1-c1ccccc1 (configuration not stated)
(7) O=C(C1CCCN(Cc2ccccc2F)C1)N1CCc2ccccc2C1 (configuration not stated)
(8) Cc1cccc(CN2CCCC(C(=O)N3CCCCC3)C2)c1 (configuration not stated)

Compound,1,2,3,4,5,6,7,8
ADAM17 inh,-3,1,4,3,1,-1,-1,-1
PLCg1 inh,-5,-1,1,2,0,4,0,6
TDP2 inh,-2,-5,1,-6,-4,12,6,0
ASAP1 inh,1,.,22,-7,-13,-9,-6,4
DDE Tn7 FP inh,9,-2,4,0,-3,4,11,0
ARFGAP1 inh,-7,.,-11,-4,10,3,2,-2
ADAM10 inh,-5,-2,-1,17,4,1,-5,-6
DDE Tn6 FP inh,-3,-2,7,-3,-3,4,-1,7
LEDGF integ inh,0,-4,16*,0,4,-1,-1,6
proKLK7 act,0.0,1.3,0.5,-0.3,0.0,-0.1,-0.7,0.2

(9) COC(=O)Cn1cc([N+](=O)[O-])nc1C
(10) Cc1cc(C(=O)N2CCc3ccccc3C2)no1
(11) Cc1ccc(-c2nc3cc(N)ccc3o2)cc1
(12) COCCN1CCN(C(=O)c2ccc3oc(CCCc4ccccc4)nc3c2)CC1
(13) CCN(CC)C(=O)C1=C(C)N(Cc2ccccc2)C(=O)C(CC(=O)NC2CC2)C1 (configuration not stated)
(14) C[C@H]1COC(=O)[C@@H](Cc2ccc(F)cc2)CC/C=C/C[C@H](CC(=O)N(CCO)Cc2ccccc2)C(=O)N1
(15) CC(=O)Oc1c(Br)cc(N(C(C)=O)S(=O)(=O)c2ccccc2)c2ccccc12
(16) CSCC[C@H](NC(=O)Cc1ccc(Cl)cc1)C(=O)N1CCC2(CC1)NCCc1[nH]cnc12

Compound,9,10,11,12,13,14,15,16
ADAM17 inh,2,-2,-55,1,2,1,1,3
PLCg1 inh,9,-4,i,4,7,-1,-5,5
TDP2 inh,-7,7,-4,-9,-4,-4,12,-19
ASAP1 inh,6,1,2,-14,-4,1,0,-9
DDE Tn7 FP inh,-2,2,2,-4,-1,2,0,-7
ARFGAP1 inh,-3,5,0,0,-6,6,8,3
ADAM10 inh,3,-8,-157,-12,4,1,-4,-3
DDE Tn6 FP inh,3,3,-3,4,-4,1,10,-6
LEDGF integ inh,-6,-1,5,5,4,-1,3,3
proKLK7 act,0.1,0.0,6.1,-0.3,-0.4,0.2,-0.2,0.1

(17) O=C(O)c1ccccc1SCc1nc2ccccn2c1Br
(18) O=C(NC1CCN(Cc2ccccc2)CC1)C1CCN(S(=O)(=O)c2cccc3nsnc23)CC1
(19) COc1ccc(-n2nc3ccccc3n2)cc1
(20) O=C(Nn1cnnc1)c1cccc(S(=O)(=O)N2CCOCC2)c1
(21) Cc1cc(C(=O)Nc2c(C)n(C)n(-c3ccccc3)c2=O)c2ccccc2n1
(22) CC(=O)NCCNS(=O)(=O)c1ccc(C)c([N+](=O)[O-])c1
(23) O=C(CCc1nnc2ccc(N3CCC4(CC3)OCCO4)nn12)NCc1ccccc1Cl
(24) COc1ccccc1N1CCN(c2nc(N)c(C#N)c(CC#N)c2C#N)CC1

Compound,17,18,19,20,21,22,23,24
ADAM17 inh,-3,1,-8,-1,-3,2,-3,20*
PLCg1 inh,-5,3,-2,-1,2,1,-3,-38
TDP2 inh,-6,-2,8,-2,6,1,8,-4
ASAP1 inh,2,7,-7,-1,9,9,-2,-2
DDE Tn7 FP inh,-4,0,2,2,-9,-2,1,-2
ARFGAP1 inh,11,3,0,8,-1,8,4,-13
ADAM10 inh,-8,8,-5,-4,-1,3,0,12
DDE Tn6 FP inh,3,-1,-5,5,-2,5,5,-6
LEDGF integ inh,2,4,1,-9,1,8,-1,4
proKLK7 act,-0.1,-0.2,0.2,-0.2,0.0,0.1,0.5,-1.2

(25) CN(C)/C=C/C(=O)c1ccc(F)cc1F
(26) COc1ccc(-c2nn(-c3ccccc3)cc2CNC[C@H]2O[C@@H](n3ccc(=O)[nH]c3=O)[C@H](O)[C@@H]2O)cc1
(27) CCOc1ccccc1C(=O)NCCNC(=O)c1ccccc1OCC
(28) CCCCC(c1nnnn1CC1CCCO1)N1CCN(Cc2ccccc2)CC1 (configuration not stated)
(29) O=[N+]([O-])c1ccc(CSc2ccc(S(=O)(=O)N3CCCCC3)cn2)cc1
(30) CN(c1cccc(NC(=O)c2ccc(C(C)(C)C)cc2)c1)S(C)(=O)=O
(31) C[C@@H]1CN([C@H](C)CO)S(=O)(=O)c2ccc(Br)cc2O[C@@H]1CN(C)C(=O)CN1CCOCC1
(32) O=C(CSc1nnc2ccc(-c3ccncc3)nn12)N1CCCCC1

Compound,25,26,27,28,29,30,31,32
ADAM17 inh,-4,-1,-1,-2,-2,-2,-4,-4
PLCg1 inh,-3,1,2,-1,-1,-1,0,0
TDP2 inh,-4,-11,6,10,2,-3,4,6
ASAP1 inh,5,2,-5,-1,-16,-2,6,-1
DDE Tn7 FP inh,8,-8,2,-5,4,-1,1,3
ARFGAP1 inh,-13,17,2,-8,-6,2,-5,6
ADAM10 inh,-4,3,6,0,9,-9,-12,-1
DDE Tn6 FP inh,-2,1,-3,-5,7,2,-1,5
LEDGF integ inh,-3,-1,1,-2,2,2,-4,-2
proKLK7 act,-0.6,-0.1,0.4,-0.1,-1.2,0.7,-0.1,0.7

(33) CC(C)[C@H](NS(=O)(=O)c1ccccc1F)C(=O)OCC(=O)Nc1cccc(S(N)(=O)=O)c1
(34) Cc1ccc(CN2CCCCC(NC(=O)Nc3cccc(F)c3)C2=O)cc1 (configuration not stated)
(35) NC(=O)Nc1ccc(F)cc1
(36) COc1ccc(C2CCCCCN2C(=O)C2CCN(S(=O)(=O)c3cccc(C(C)=O)c3)CC2)cc1 (configuration not stated)
(37) Cc1cccc(N2CC(C(=O)NC3CCCCCC3)CC2=O)c1C (configuration not stated)
(38) COc1ccc(CCNC(=O)COC(=O)/C=C/c2ccc(OCC#N)c(OC)c2)cc1OC
(39) CSc1cccc(NC(=O)CN2C(=O)COc3ccc(S(=O)(=O)N4CCOCC4)cc32)c1
(40) Cc1ccc(NC(=O)Nc2cccc3ccccc23)cc1

Compound,33,34,35,36,37,38,39,40
ADAM17 inh,-1,-1,-6,1,0,-12,0,-16
PLCg1 inh,2,3,2,-1,8,-25,0,-8
TDP2 inh,1,10,4,0,-17,-10,8,-6
ASAP1 inh,-21,.,-12,5,-12,13,6,0
DDE Tn7 FP inh,6,3,3,-8,0,-3,1,7
ARFGAP1 inh,8,.,7,4,9,-2,16,0
ADAM10 inh,-8,2,6,2,-11,-41,1,-35
DDE Tn6 FP inh,0,11,6,6,-3,7,2,7
LEDGF integ inh,-4,4,1,4,-10,-3,-1,-9
proKLK7 act,-0.5,-0.5,-0.3,-0.2,-0.6,-1.1,0.0,-3.8

# Limited to TDP2 inh (4 entries from above):
no.	canonical_smiles	TDP2 inh
38	COc1ccc(CCNC(=O)COC(=O)/C=C/c2ccc(OCC#N)c(OC)c2)cc1OC	-10
39	CSc1cccc(NC(=O)CN2C(=O)COc3ccc(S(=O)(=O)N4CCOCC4)cc32)c1	8
37	Cc1cccc(N2CC(C(=O)NC3CCCCCC3)CC2=O)c1C (configuration not stated)	-17
33	CC(C)[C@H](NS(=O)(=O)c1ccccc1F)C(=O)OCC(=O)Nc1cccc(S(N)(=O)=O)c1	1

# Going on with the list.
(41) Cc1ccccc1-c1nnc(NC(=O)CSc2nc3ccccc3s2)s1
(42) CCCC/C(C)=N/NC(=O)NC1CCCCC1
(43) Cc1nnc(SCCCn2c(N3CCN(c4ccccc4)CC3)nc3c2c(=O)[nH]c(=O)n3C)s1
(44) Cc1ccc(C)c(S(=O)(=O)N2CCN(CC(=O)Nc3sccc3C#N)CC2)c1
(45) Cc1ccc(-c2nc(S(=O)(=O)c3ccc(C)cc3)c(N(C)C)o2)cc1
(46) O=C(CCNC(=O)OCC1c2ccccc2-c2ccccc21)NOCc1ccccc1
(47) O=C(/C=C/NNC(=O)c1cccc(Br)c1)c1ccccc1
(48) O=S1(=O)c2ccc(Br)cc2OC[C@@H](c2ccccc2)N1Cc1cn(CCC2OCCCO2)nn1

Compound,41,42,43,44,45,46,47,48
ADAM17 inh,-1,-1,1,-3,-4,3,1,-8
PLCg1 inh,-3,0,2,-4,0,-3,-8,-4
TDP2 inh,-1,5,1,2,3,8,-11,12
ASAP1 inh,-1,-3,2,0,10,6,0,.
DDE Tn7 FP inh,4,7,-2,3,-5,7,0,0
ARFGAP1 inh,7,-13,-4,9,-1,11,9,.
ADAM10 inh,-7,-3,2,-1,-2,-9,6,-4
DDE Tn6 FP inh,-1,8,0,-3,-4,-1,1,7
LEDGF integ inh,-1,2,-1,2,3,1,-1,-4
proKLK7 act,0.3,0.5,-0.7,-0.3,-0.1,0.6,-0.8,0.1

(49) Cc1ccc(Sc2cc(C(=O)NCCN(C)C)c3ccccc3n2)cc1
(50) CCCOc1cccc(C(=O)Nc2ccc3c(c2)OCCO3)c1
(51) COCCN1C(=O)C(=O)/C(=C(/O)c2ccc(S(=O)(=O)N3CCCCC3)cc2)C1c1ccc(O)c(OC)c1 (configuration not stated)
(52) CCOc1ccc(NC(=O)CSc2nc3nc4c(cc3c(=O)n2CC)COC(C)(C)C4)cc1

Compound,49,50,51,52
ADAM17 inh,-5,-1,8,-2
PLCg1 inh,-6,1,9,-1
TDP2 inh,10,-2,-1,1
ASAP1 inh,-15,5,-12,-5
DDE Tn7 FP inh,1,-2,6,6
ARFGAP1 inh,21,0,-9,3
ADAM10 inh,2,7,-2,-12
DDE Tn6 FP inh,-1,-2,-2,-7
LEDGF integ inh,-2,2,-5,-1
proKLK7 act,-0.2,-0.5,-0.4,-0.1

# From PubChem BioAssay
